TDP1 cell CPT = growth inhibition of DT40 Tdp1-/-;hTDP1 cells with camptothecin (screen for TDP1 inhibitors); 420,000 tested, 12% active; AID 686979; Potency, µM (doses to about 46.2 µM), for the others: top-dose activity change, negative = growth inhibition, hits mostly inhibitors; chicken DT40 Tdp1-/-;hTDP1 cells + 20 nM CPT, ATP luminescence, 48 h; also: nearly all actives have a fitted effect of over 55% in size
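Chicken DT40 Tdp1-/- cells stably complemented with human TDP1 were seeded at 400 cells/well in medium containing 20 nM camptothecin, exposed to pin-transferred compounds, and grown at 37 °C for at least 48 hr. Viability was read as ATP luminescence.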
KAT2A inh = inhibitors of human GCN5L2 histone acetyltransferase | Q92830 | GCN5L2 HAT assay, ThioGlo1 CoA-SH fluorescence | Potency, µM (series often up to 58.9 µM), inactives show at the highest dose activity change, negative = inhibition, usual class: inhibitors | 390,000 tested, 0.21% active
Target sequence (Q92830 whole entry, looked up): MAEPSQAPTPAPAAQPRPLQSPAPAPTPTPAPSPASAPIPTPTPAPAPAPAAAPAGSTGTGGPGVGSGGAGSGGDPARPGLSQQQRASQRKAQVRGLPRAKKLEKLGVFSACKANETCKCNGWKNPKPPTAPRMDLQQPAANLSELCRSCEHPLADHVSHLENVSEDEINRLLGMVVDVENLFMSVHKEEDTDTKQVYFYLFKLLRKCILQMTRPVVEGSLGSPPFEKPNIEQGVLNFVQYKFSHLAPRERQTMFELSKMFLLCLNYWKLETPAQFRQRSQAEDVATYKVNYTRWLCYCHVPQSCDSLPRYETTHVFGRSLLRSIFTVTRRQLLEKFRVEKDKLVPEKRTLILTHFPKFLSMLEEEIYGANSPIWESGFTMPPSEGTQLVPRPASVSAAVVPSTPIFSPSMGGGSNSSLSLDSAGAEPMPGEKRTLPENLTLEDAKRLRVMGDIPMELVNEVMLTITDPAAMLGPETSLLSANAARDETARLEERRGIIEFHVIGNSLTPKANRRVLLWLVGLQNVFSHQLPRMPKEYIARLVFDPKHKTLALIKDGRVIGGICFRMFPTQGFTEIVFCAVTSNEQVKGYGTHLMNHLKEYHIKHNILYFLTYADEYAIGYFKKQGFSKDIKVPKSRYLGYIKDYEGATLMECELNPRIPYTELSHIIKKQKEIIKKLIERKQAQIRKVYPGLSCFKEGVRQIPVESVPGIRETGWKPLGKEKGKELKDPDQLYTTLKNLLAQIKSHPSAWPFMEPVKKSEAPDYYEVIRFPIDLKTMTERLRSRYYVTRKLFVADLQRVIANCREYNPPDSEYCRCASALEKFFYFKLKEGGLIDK
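Free CoA generated was detected with ThioGlo1 (50uM) fluorescence at Ex340nm/Em540nm, read immediately and after 20 min at room temperature. Enzyme, 20 nM in HEPES pH 7.5 buffer, saw compounds 15 min before adding 75uM H3(1-25) peptide and 70uM acetyl-CoA.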
DT40 TDP1 no CPT = qHTS for Inhibitors of human tyrosyl-DNA phosphodiesterase 1 (TDP1): qHTS in cells in absence of CPT; DT40 Tdp1-/- hTDP1 cells, no CPT, ATP luminescence, 48 h; Potency, µM (top dose mostly 46.2 µM), for the others: at the highest dose activity change, negative = growth inhibition, most hits filed as inhibitors; 420,000 tested, 15% active; AID 686978, 2013; also: nearly all actives have a fitted effect of over 55% in size
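DT40 Tdp1-/-;hTDP1 cells, no CPT (DMSO vehicle only), 400 cells/well; compounds pin-transferred; ≥48 hr, 37 °C; CellTiter-Glo 30 min RT dark, luminescence read.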
Numbers without * were called inactive; ? = inconclusive; . = no result given; & = joins results of further samples; [ ] = dose if it differs, or a comment. Calls follow the shape of the dose curve; as a rule, active = well fitted curve in the direction sought with a large enough effect; inconclusive = small, poorly fitted or top-dose-only effect, or another doubt; inactive = no such curve, though single readings can be large; an effect the other way counts as inactive or inconclusive. % is scaled to controls: 0 for no effect and ±100 for the full control effect; potency is read from the fitted curve at half-maximal effect. No enrichment for hits; overall some 18% were active at least once.

Every second line gives: TDP1 cell CPT, KAT2A inh, DT40 TDP1 no CPT
COc1ccccc1NC(=O)c1cc(-c2cc(OC)c(OC)c(OC)c2)nc2ccccc12
→ 9.2µM*, -4.5%, 7.31µM*
Cc1cc(=O)n2c(nc3ccccc32)[nH]1
→ -5.2%, -3.2%, -19.6%
Cn1c(=O)n(Cc2c(F)cccc2Cl)c(=O)c2c1nc1n2CCN1c1ccc(F)cc1
→ -6.4%, -16.1%, 1.0%
C/C=C/c1ccc(OCCCCOc2c(OC)cccc2OC)c(OC)c1
→ ?, -13.5%, ?
O=c1nc(NCc2ccccc2Cl)cn[nH]1
→ -16.9%, 2.5%, 0.5%
CC(=O)N1CCN(c2ccc(NCc3cccc4ccccc34)cc2)CC1
→ ?, -27.1%, ?
CCN1CCN(C(c2ccccc2)c2nnnn2Cc2ccccc2)CC1 (configuration not stated)
→ -2.9%, 0.4%, -14.8%
CCC1(c2ccccc2)NC(=O)N(CC#N)C1=O (configuration not stated)
→ 2.2%, -0.3%, -16.1%
CN1C(=O)[C@H]2[C@@H](c3ccc(C(F)(F)F)cc3)N[C@]3(CCCN(Cc4ccc(Cl)cc4)C3=O)[C@H]2C1=O
→ 0.8%, ., 16.4µM*
O=C(Nc1ccccc1OC(F)F)c1ccc(S(=O)(=O)N2CCOCC2)cc1
→ 3.7%, -2.7%, 1.2%
Cc1cc(C)c(C)c(S(=O)(=O)NCC(=O)Nc2sc3c(c2C(N)=O)CCCC3)c1C
→ ?, -2.2%, ?
CCc1ccc(Nc2cc(=O)n(C3CCCCC3)c(=O)[nH]2)cc1
→ ?, -3.8%, -71.9%
CCCNC(=S)N1CCC(NC(=O)c2ccc(C)cc2)CC1
→ -0.3%, 1.3%, 0.1%
O=C(CSc1oc(-c2ccccc2)nc1S(=O)(=O)c1ccccc1)c1ccccc1
→ 11.6µM*, -4.4%, 14.6µM*
Cc1cccc(C2N(c3ccc(F)cc3)C(=O)C3CCCN32)c1 (configuration not stated)
→ 3.1%, ., 0.5%
CCCN1CNc2c(c(=O)[nH]c(=S)n2CCc2cccc(OC)c2)C1
→ -5.0%, ., ?
CC(C)c1ccccc1NC(=O)COc1ccc(C(=O)NCCc2ccccc2)cc1
→ ?, 31.8%[activator], ?
NS(=O)(=O)c1ccc(-c2ccc(/C=C3\SC(=O)NC3=O)o2)cc1
→ -26.6%, -16.3%, ?
O=S(=O)(Nc1cccc(-c2ccc(N3CCCC3)nn2)c1)c1ccc(F)cc1F
→ -24.9%, -9.6%, ?
CC(C)NC(=S)N/N=C/c1cc(Br)ccc1O
→ 4.61µM*, -4.6%, 4.61µM*
O=C(Nc1nc(-c2ccco2)c(-c2ccco2)s1)C1CC(=O)N(c2ccc3c(c2)OCCO3)C1 (configuration not stated)
→ 16.4µM*, ?, ?
O=C(CCc1ccccc1)NNC(=O)C12CC3CC(CC(C3)C1)C2
→ -25.1%, -1.6%, -8.1%
COc1cccc(-n2c(COc3ccccc3C)nnc2SCC(=O)O)c1
→ 1.1%, -5.0%, 3.3%
C=CCNc1nc(N)c([N+](=O)[O-])c(Nc2ccccc2OC)n1
→ ?, -0.8%, -1.2%
COc1cccc(C2CNC3(CCCC(C)C3)c3[nH]c4ccccc4c32)c1OC (configuration not stated)
→ ?, -18.3%, 23.1µM*
Cc1ccc(C(=O)N2CCC(n3nccc3NC(=O)c3ccccc3C)CC2)cn1
→ -23.6%, -4.3%, -23.3%
COC(=O)C1=CN(c2ccc(N3CCOCC3)cc2)C(N)=C(C#N)C1c1ccc(-c2ccccc2)cc1 (configuration not stated)
→ 7.31µM*, ., 5.8µM*
CCCNC(=S)Nc1cc2oc3ccccc3c2cc1OC
→ ?, -6.1%, ?
CCn1c(N2CCC(C)CC2)nc2c1c(=O)n(C)c(=O)n2C
→ ?, -1.8%, ?
COC(=O)c1ccc(COc2ccc(CNCc3ccc(Cl)cc3)cc2)cc1
→ -0.2%, -3.2%, -10.0%
CCOC(=O)c1c(C)[nH]c(C(=O)CSc2nnnn2-c2ccc(C)cc2)c1C
→ -23.0%, -3.7%, -13.4%
Cc1ccc(NC(=O)N2CCCC2C(=O)NCc2ccccc2Cl)cc1 (configuration not stated)
→ -19.4%, -2.0%, -29.9%
CCOC(=O)c1sc2nc(NC(=O)C(C)(C)C)sc2c1C
→ ?, -15.2%, ?
CN(C)c1ccc(/C=N/NC(=O)CN2CCCCC2)cc1Br
→ 2.7%, -5.4%, 8.4%
Cc1cc(NC(=O)c2noc3c2CCCCC3)nn1Cc1ccc(Cl)cc1
→ -28.8%, -4.8%, -28.9%
CCOc1ccc(Oc2nc(NCC(C)C)nc(OC)n2)nn1
→ 13.9%, -6.5%, -11.9%
CC(NC(=O)c1ccccc1)c1nc2ccccc2n1Cc1ccc(C#N)cc1 (configuration not stated)
→ 8.5%, 2.8%, ?
Cc1ccc(C(O)c2ccncc2)cc1 (configuration not stated)
→ ?, 0.8%, ?
O=C1COc2ccc(S(=O)(=O)N3CCN(c4cccc(Cl)c4)CC3)cc2N1
→ -9.0%, 11.1%, -18.1%
CC(=O)c1cccc(NC(=O)CSc2nc3c(=O)n(C)c(=O)n(C)c3n2C)c1
→ 9.1%, 0.9%, -20.6%
COc1ccc(OC)c(NC(=O)C(CC(=O)O)NCc2ccco2)c1 (configuration not stated)
→ -22.2%, 3.16µM*, 15.9%
CCC(C)(C(=O)NC1CCCCC1)N(CC1CCCO1)C(=O)c1ccccn1 (configuration not stated)
→ -6.1%, -14.6%, -9.6%
Cc1cc(COC(=O)C2N3C(=O)[C@@H](NC(=O)COc4ccccc4)[C@H]3SC2(C)C)on1 (some centres not stated)
→ -4.0%&-4.4%, 8.2%, 0.1%&-27.0%
O=c1[nH]c(/C=C/c2cccc3ccccc23)nc2ccccc12
→ ?, 4.7%, ?
CC(=O)Nc1ccc(S(=O)(=O)NC2(C(F)(F)F)C(=O)NC(C)=C2C#N)cc1 (configuration not stated)
→ -13.2%, -2.8%, -7.0%
COc1ccc(C(=O)CCNc2cccc(Cl)c2)cc1
→ ?, 5.1%, ?
CC(=O)Nc1c(C#N)c(C(C)(C)C)cn1C
→ 0.4%, -10.5%, -16.1%
COc1cc(C2C3C(=O)N(c4ccccc4)C(=O)C3ON2c2ccccc2)cc(OC)c1OC (configuration not stated)
→ 6.3%, 0.4%, -3.3%
CNC(=O)C1=C(C)Nc2nc3ccccc3n2C1c1ccc(F)cc1 (configuration not stated)
→ -14.4%, -5.4%, ?
COCCNC(=S)N(CCc1c(C)[nH]c2ccc(OC)cc12)Cc1cccnc1
→ 10.4%, -0.7%, -8.6%

2 entries drawn at random from those above:
Every second line gives: TDP1 cell CPT, KAT2A inh, DT40 TDP1 no CPT
CNC(=O)C1=C(C)Nc2nc3ccccc3n2C1c1ccc(F)cc1 (configuration not stated)
→ -14.4%, -5.4%, ?
COc1ccc(OC)c(NC(=O)C(CC(=O)O)NCc2ccco2)c1 (configuration not stated)
→ -22.2%, 3.16µM*, 15.9%

(continued)
Every second line gives: TDP1 cell CPT, KAT2A inh, DT40 TDP1 no CPT
Cc1nn(-c2ccc(N3CCCC3)nn2)c(C)c1CCC(=O)NCc1ccc(OC(C)C)cc1
→ ?, -5.6%, ?
CC(C)CC(=O)NC(=S)Nc1ccc(S(=O)(=O)N2CCCC2)cc1
→ ?, 15.6%, ?
Cc1nc2cnc(N3CCNCC3)nc2n(-c2ccccc2)c1=O
→ -7.9%, ?, 3.5%
O=S(=O)(Nc1ccc(-c2nnc(SCc3ccc(Cl)cc3)o2)cc1)c1ccccc1
→ ?, -11.4%, ?
COC(=O)c1cc(-c2ccc(F)cc2)n(-c2ccccc2)n1
→ -0.1%, -17.8%, ?
CCCC(=O)NC(Nc1ccc(S(=O)(=O)Nc2cc(C)on2)cc1)(C(F)(F)F)C(F)(F)F
→ -16.9%, ., -26.2%
C=CCc1cc(/C=N/NC(=O)CSc2nnc(CCCc3ccc(OC)cc3)o2)cc(OC)c1O
→ -22.4%, -3.5%, -25.7%
COCC(=O)Nc1sc2c(c1C(=O)OC)C(C(=O)OC)CC2 (configuration not stated)
→ ?, -0.4%, -5.0%
Cc1ccccc1NS(=O)(=O)c1ccc(OCCNS(C)(=O)=O)cc1
→ -18.6%, 0.6%, ?
Cc1ccc(-n2c(CNc3ccc(F)cc3)nnc2SCC(N)=O)cc1
→ -9.9%, -3.6%, 2.0%
CC1(C(=O)N2CCCCC2)CCN1C(=O)Cc1ccc(-c2ccccc2)cc1 (configuration not stated)
→ 14.6µM*, ., ?
COc1ccc(C(NC(=O)C2CCN(CCCc3ccccc3)CC2)c2cccs2)cc1 (configuration not stated)
→ ?, ., ?
O=c1c(-c2cccnc2)nc2ccccc2n1C(CCc1ccccc1)c1nc2ccccc2[nH]1 (configuration not stated)
→ 11.0%, ., -20.9%
CN1CCN(c2ccc(C(CC(N)=O)NC(=O)Cc3ccc(Br)cc3)cc2[N+](=O)[O-])CC1 (configuration not stated)
→ 3.0%, -26.3%, 3.4%
CCc1cc(=O)[nH]c(SCc2nc(-c3ccccc3C)no2)n1
→ ?, -13.7%, ?
CC1CCCC(NC(=O)COC(=O)c2cccnc2Cl)C1C (configuration not stated)
→ -7.1%, 8.2%, 11.0%
CCOc1ccc2nc(NC(=O)Cn3cnc4c3c(=O)n(C)c(=O)n4C)sc2c1
→ -2.3%, 1.7%, -10.0%
COC(=O)c1ccc(Nc2ncnc3c2cnn3-c2cccc(C)c2)cc1
→ -11.6%, -8.4%, ?
COc1ccccc1-c1cc(C(F)(F)F)nc(S(=O)(=O)CCCC(=O)Nc2cc(OC)c(OC)c(OC)c2)n1
→ ?, -1.1%, 20.6µM*
CCN(c1ccccc1)S(=O)(=O)c1ccc(Cl)c(NC(=O)COC(=O)c2ccc[nH]c2=O)c1
→ 5.2%, -2.2%, -4.8%
CCOc1cc(S(=O)(=O)N(CC)CC)ccc1Cl
→ -4.7%, -0.3%, -18.1%
CC(C)c1ccc(S(=O)(=O)N2CCN(C(=O)c3cccc(S(=O)(=O)N4CCOCC4)c3)CC2)cc1
→ ?, ., ?
CCc1cccc(NC(=O)C2CCCN2S(=O)(=O)c2ccc3nc(-c4ccccc4)[nH]c3c2)c1 (configuration not stated)
→ 7.31µM*, -11.1%, 8.2µM*
COCCNC(=O)Cn1nc(C(F)(F)F)cc1C
→ 4.1%, -28.8%, -16.0%
COc1ccccc1CNc1ncnc2ccc(-c3cccc(C#N)c3)cc12
→ ?, -9.3%, ?
O=C(CNS(=O)(=O)c1ccc(Br)cc1Cl)OCC(=O)c1ccc[nH]1
→ 2.2%, -1.1%, -21.4%
Cc1nnc(SCC(=O)Nc2ccc(Cl)cn2)n1Cc1ccccc1
→ -15.2%, 3.0%, -9.0%
Cc1cccc(N(CC(=O)N2CCCC2)S(=O)(=O)c2ccccc2)c1C
→ -29.5%, ., ?
CC(/C=C/c1ccco1)=N\NC(=O)CNc1ccc2ccccc2c1
→ ?, -13.3%, ?
CCn1c(SCC(=O)c2ccc(CNC(C)=O)o2)nnc1-c1cccs1
→ -15.4%, -15.2%, 2.8%
CCc1cc2c(C)ccc(C)c2nc1SCC(=O)Nc1cc(C)on1
→ -0.7%, -1.4%, -11.0%
Nc1ccc2oc(=O)c3ccccc3c2c1
→ -24.6%, -3.7%, -21.0%
COc1ccc(-c2csc3ncnc(N4CCN(c5cccc(OC)c5)CC4)c23)cc1
→ 16.4µM*, -19.0%, 18.4µM*
CCOc1ccc(-n2c(SCC(=O)Nc3cc(C)on3)nnc2-c2c[nH]c3ccccc23)cc1
→ -13.3%, -1.5%, -23.7%
Cc1cc([N+](=O)[O-])cc2ncccc12
→ -5.6%, -11.9%, -4.8%
Cc1cc(Br)ccc1NC(=O)Cn1cc(S(=O)(=O)N2CCN(c3ccccc3F)CC2)c2ccccc2c1=O
→ 1.4%, -6.5%, -26.3%
CN1CCN(C=Nc2nc3ccccc3nc2N2CCCC2)CC1
→ -12.5%, -0.6%, -21.5%
Cc1ccc(C(=O)OCC(=O)c2c[nH]c3ccccc23)cc1NC(=O)c1ccco1
→ ?, 3.7%, 20.6µM*
COc1cccc(C(=O)Nc2ccc(-n3nncc3-c3ccccc3)cc2)c1OC
→ -18.1%, -4.2%, -19.0%
Cc1ccc2nc(NC(=O)CSc3nccn3Cc3ccccc3)sc2c1
→ 25.9µM*, -12.4%, ?
CCN1Cc2ccccc2-c2ccccc2S1(=O)=O
→ 0.8%, 0.2%, -7.5%
CCOC(=O)C1=NN(C(=O)Nc2ccc(OC)cc2)C2C(=O)N(c3cccc(C(F)(F)F)c3)C(=O)C12 (configuration not stated)
→ 4.9%, -4.3%, -20.4%
CCSc1nc2cc(C(=O)OC)ccc2c(=O)n1CC
→ -23.2%, -3.3%, -14.4%
Cc1cc(NC(=O)Cn2cc([N+](=O)[O-])cn2)no1
→ -20.8%, 1.3%, 12.2%
